High-throughput results deposited in PubChem by National Center for Advancing Translational Sciences (NCATS).
D2 antag: antagonizes the human D2 dopamine receptor; P14416; HEK293 TREx D2 cells, calcium flux, dopamine EC80; inhibition, % at 10 µM; 2% of 340,000 active; in the data active = inhibition above about 30%; note: 0% is about no effect
Target sequence (P14416 whole entry, looked up): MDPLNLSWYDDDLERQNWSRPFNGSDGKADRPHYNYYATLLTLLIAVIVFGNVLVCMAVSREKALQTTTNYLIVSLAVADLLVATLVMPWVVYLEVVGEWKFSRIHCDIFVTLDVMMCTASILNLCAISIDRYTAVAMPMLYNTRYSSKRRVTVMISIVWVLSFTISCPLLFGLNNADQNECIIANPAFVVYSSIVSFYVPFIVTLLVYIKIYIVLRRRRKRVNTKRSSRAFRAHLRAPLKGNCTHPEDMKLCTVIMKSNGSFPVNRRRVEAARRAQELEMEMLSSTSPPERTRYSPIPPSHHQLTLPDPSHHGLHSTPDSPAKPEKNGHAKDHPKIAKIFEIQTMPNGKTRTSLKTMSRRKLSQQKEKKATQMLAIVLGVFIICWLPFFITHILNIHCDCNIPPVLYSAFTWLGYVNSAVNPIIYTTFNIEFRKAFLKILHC
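Overnight-induced (tetracycline, 30 C) HEK293 T-REx cells carrying force-coupled D2 receive a no-wash calcium dye, then compound, then EC80 dopamine at 180 s; signals are read kinetically throughout.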
RXFP1 agonist: activates the human relaxin receptor RXFP1 | Potency, µM (doses to about 57.5 µM), without a hit: at the top dose activation, hits mostly activators | Q9HBX9 | 0.3% of 370,000 active | HEK293T-RXFP1 cAMP TR-FRET, 30 min; response scale: percent of porcine relaxin response, buffer zero; active = well fitted activation curve with a large enough effect; inconclusive = small, poorly fitted or top-dose-only effect; note: potency is the fitted concentration of half-maximal effect; % is set by controls: 0 for no effect and ±100 for the full control effect; nearly all actives have a fitted effect of over 60% in size; many of its hits are not listed in these tables
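HEK293 cells stably expressing RXFP1, treated 30 min at 37C with compounds plus PDE4 inhibitor Ro 20174; cAMP measured by HTRF TR-FRET. Normalized to buffer and 29 nM porcine relaxin; EC50 by Hill fit.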
TRHR enhancer: allosterically enhances the human TRH receptor; AID 493056; 0.66% of 360,000 active; enhancement, % at 2 µM; TRHR cells, fluo-8 calcium fluorescence, EC20 TRH enhancement; in the data active = enhancement above about 30%; note: 0% is about no effect
Target sequence (P34981 whole entry, looked up): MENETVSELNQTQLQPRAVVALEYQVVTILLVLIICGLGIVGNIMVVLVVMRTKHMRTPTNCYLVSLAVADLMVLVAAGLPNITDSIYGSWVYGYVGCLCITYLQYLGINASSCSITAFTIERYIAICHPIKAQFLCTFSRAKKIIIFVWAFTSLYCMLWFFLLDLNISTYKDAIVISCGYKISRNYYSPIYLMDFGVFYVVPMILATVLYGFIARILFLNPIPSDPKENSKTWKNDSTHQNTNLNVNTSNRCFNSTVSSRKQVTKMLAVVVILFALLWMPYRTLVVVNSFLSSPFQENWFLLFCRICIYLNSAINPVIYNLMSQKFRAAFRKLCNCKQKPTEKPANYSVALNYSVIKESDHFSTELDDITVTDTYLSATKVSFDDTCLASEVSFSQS
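Enhancer read-out: after compound pinning and an initial kinetic agonist-mode read, an EC20 of TRH (10 nM final) was injected and fluo-8 calcium signal (Ex 480/Em 530) followed at 1 s/cycle for 100 cycles in TRHR-expressing cells.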
RXFP1 antagonist: RXFP1 (human) relaxin receptor antagonism; Q9HBX9; HEK293-RXFP1, relaxin-stimulated cAMP HTRF, 30 min; active compounds read low; activity change, negative = inhibition, % at 57.5 µM; 0.59% of 350,000 active; AID 1259400;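 active = activity change of -60% or lower, but not beyond a set lower limit; inconclusive = change between -60% and -40%, or beyond the set limit; inactive = change above -40%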; note: % is set by controls: 0 for no effect and ±100 for the full control effect
D1 ag: activates the human D1 dopamine receptor | P21728 | HEK293 T-REx D1 cells, calcium flux, agonist mode | activation, % at 2 µM | 1% of 360,000 active | AID 504660; in the data active = activation above about 30%; note: 0% is about no effect
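Tetracycline-induced HEK293 TREx D1 cells, force-coupled to calcium signalling, were dye-loaded with a no-wash calcium kit. Compound was pin-added after a 10 s baseline. Fluorescence was read kinetically at 1 cycle/s for 180 s, with calcium rises flagged as agonism.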
D2 agonist: agonists of human D2 dopamine receptor; P14416; HEK293 T-REx D2 cells, calcium flux agonist mode; activation, % at 2 µM; 0.53% of 340,000 active;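 active = activation over 3 SD above normal in the single-dose calcium agonist read, cut at about 30% in these data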; note: 0% is about no effect
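Tetracycline-induced HEK293 Trex cells with D2 receptor force-coupled to calcium signaling, plated overnight at 30 C and loaded with no-wash calcium dye. Calcium flux read kinetically for 180 s after compound addition; responses flag agonists.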
D1 antagonist: antagonists of human D1 dopamine receptor | P21728 | HEK293 TREx D1 cells, calcium flux, dopamine EC80; active compounds read low | activity change, negative = inhibition, % at 10 µM | 3.2% of 360,000 active | AID 504652; in the data active = activity change below about -30%; note: % is set by controls: 0 for no effect and ±100 for the full control effect
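Calcium flux readout: force-coupled, inducible Hek293 Trex D1 line, cells induced overnight at 30 C with tetracycline, dye-loaded 30–90 min at RT. Antagonism scored against EC80 dopamine challenge given 180 s after compound.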
D2 potentiator: positively modulates the human D2 dopamine receptor allosterically; P14416; HEK293 T-REx D2, calcium flux, EC20 dopamine potentiation; potentiation, % at 10 µM; 0.34% of 340,000 active; AID 485347;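 active = potentiation over 3 SD above the plate norm, cut at about 30% in these data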; note: 0% is about no effect
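Calcium flux readout, no-wash dye, 1 read/s. Inducible HEK293 Trex D2 line, overnight 30 C. Compound alone 180 s (agonist flags), then EC20 dopamine, another 180 s to score potentiation.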
D1 PAM: potentiators of human D1 dopamine receptor. potentiation, % at 10 µM. HEK293 TREx D1 cells, calcium flux, dopamine EC20 potentiation. P21728. 0.036% of 360,000 active. AID 504651; in the data active = potentiation above about 30%; note: 0% is about no effect
* marks the source's active call; other numbers are inactive results; ? = inconclusive; . = not tested or not shown. An excerpt (hit frequency here may not be typical).

SMILES	D2 antag	RXFP1 agonist	TRHR enhancer	RXFP1 antagonist	D1 ag	D2 agonist	D1 antagonist	D2 potentiator	D1 PAM
CCCCCCCNC(=O)c1ccc(N2CCC3(CC2)OCCO3)c([N+](=O)[O-])c1	-4	0.4%	1	1	1	-2.1	-25	-6	2
COc1ccc(NCc2nnc(SCC(=O)Nc3ccc(OC)cc3OC)o2)cc1	20	-0.2%	-2	-12	0	0.7	-1	-10	0
Cc1nnc(SCC(=O)N(C)CC(=O)Nc2ccc(F)cc2)n1Cc1ccccc1	6	0.0%	1	10	1	1.6	6	7	-1
Cc1ccc(S(=O)(=O)/C(=C/Cl)NC(=O)c2ccccc2)cc1	-9	1.3%	-9	3	1	-0.3	13	4	3
Cc1ccc(CSCCNC(=O)c2cccc([N+](=O)[O-])c2)cc1	.	-0.7%	8	5	19	.	-43*	24	-7
CC(=O)Nc1ccc2oc(-c3cc(F)c(F)cc3Cl)nc2c1	-4	3.8%	-7	4	3	0.2	4	-5	9
CCN(CC)c1cc2nonc2c2nonc12	-4	1.0%	24	8	2	-0.5	15	-2	-7
Cc1cc(C)c(CN2CCC(n3nccc3NC(=O)CCOc3ccccc3)CC2)cc1C	2	0.4%	-2	-9	14	0.2	-9	-13	-4
COc1c(O)cc2oc(-c3ccc(O)c(O)c3)cc(=O)c2c1O	36*	-2.3%	-3	.	-1	-0.5	-3	-5	0
CC1CCN(S(=O)(=O)c2cccc(-c3cn4cc(Cl)ccc4n3)c2)CC1	-10	1.4%	6	-3	3	-0.1	.	-6	0
O=C(CNC(=O)c1ccccc1)N/N=C/C=C/c1ccccc1	-6	1.4%	-1	-3	0	-0.8	4	-14	-2
O=C(c1ccco1)N1CCN=C1SCc1ccccc1Cl	-30	1.4%	-2	.	2	0.6	7	-3	.
O=S(=O)([N-]c1nc2ccccc2nc1-[n+]1ccc(-c2ccncc2)cc1)c1ccccc1	-4	7.4%	-1	9	8	6.3	-8	-3	0
COc1cccc(CNC(=O)c2cnc(-c3ccccn3)nc2C(F)(F)F)c1	3	3.2%	-1	-8	3	0.6	-9	6	1
CN(C)CCN(C(=O)c1ccc2c(c1)OCCO2)c1nc2cc3c(cc2s1)OCO3	-15	-3.2%	1	-23	12	-0.8	-3	-8	-2
CC(=O)c1ccccc1OCCOc1ccccc1C(C)=O	-4	12%	-17	-4	4	0.2	-8	1	-1
COC(=O)[C@H](CCSC)NC(=O)Nc1cccc(C)c1C	27	-0.5%	2	-4	1	-0.1	-2	-5	-6
Clc1ccc(OCc2cc(-c3ccccc3)no2)c(Cl)c1	-11	-0.7%	5	-12	4	1.2	21	-3	6
O=C(NNC(=O)c1ccc(O)cc1O)c1ccc(Cl)cc1	-3	0.3%	3	1	2	-0.7	12	0	-11
COC(=O)C(Cc1ccc(O)cc1)NC(=O)CCC(=O)Nc1ccc(S(N)(=O)=O)cc1 (stereo not given)	13	0.1%	-2	2	2	0.5	-6	-9	-3
Cc1ccc(-n2c(-c3ccccc3)cc(/C=N/NC(=O)CC#N)c2-c2ccccc2)cc1	6	0.9%	-15	.	-1	-0.8	1	5	-2
COc1ccc(C(=O)NNC(=S)Nc2ccccc2)cc1	-10	0.9%	2	-18	2	0.6	4	-3	-3
COc1ccccc1-c1nnc(SCC(=O)O)n1-c1ccc(C)cc1	1	-0.1%	0	-6	2	0.2	-10	7	1
COc1cc(S(=O)(=O)Nc2c(C)cc(C)cc2C)ccc1Cl	-15	-1.6%	0	16	3	1.0	-24	17	-1
CCCS(=O)(=O)c1ncc(Cl)c(C(=O)Nc2scc(-c3ccccc3)c2C(=O)OCC)n1	.	-1.1%	-16	.	5	-0.3	-11	.	-4
COc1ccc(CNC(=O)c2cccn2-c2nnc(N3CCCCC3)s2)c(OC)c1	.	21%	-8	-11	8	0.5	-13	-3	-1
O=C(CCc1n[nH]c(=O)[nH]c1=O)N/N=C/c1ccc(Br)o1	-11	2.3%	-17	0	5	0.6	2	1	-1
CCC(C)OC(=O)C1=C(C)O[C@]23OC(N)=C(C#N)[C@]12C(=O)c1ccccc13 (stereo not given in full)	.	1.0%	14	-3	6	.	-3	6	-1
CCc1ccc(NC(=O)[C@H](CSCc2ccccc2)N2Cc3ccccc3C2=O)cc1	.	0.0%	2	.	3	1.0	2	-1	-4
COc1ccc(CC(=O)Nc2ccc(-c3nnc(-c4ccccc4)o3)cc2)cc1	-19	4.2%	1	1	7	-0.5	-15	5	-11
Cc1ccc(NC(=O)CCN2C(=O)C3C4CCC(C4)C3C2=O)cc1[N+](=O)[O-] (stereo not given)	-3	-2.4%	2	8	6	1.0	-8	4	-3
O=C(NCC1CCCO1)C(c1cccnc1)N(C(=O)Cc1cccs1)c1cccnc1 (stereo not given)	.	6.1%	1	-9	0	.	10	.	-1
Cc1c(OCC(=O)NCC(O)c2ccccc2)ccc2c3c(c(=O)oc12)CCC3 (stereo not given)	.	0.4%	0	-2	1	.	-9	9	1
CCOc1ccccc1NC(=S)NC(=O)c1ccco1	.	2.7%	18	6	1	.	9	7	10
O=P(CCO)(c1ccccc1)c1ccccc1	-5	-0.2%	-13	-22	3	1.1	-8	-6	-11
O=C(COC(=O)C1Cc2ccccc2CN1C(=O)c1ccccc1Cl)Nc1ccc(N2CCOCC2)cc1 (stereo not given)	-9	2.5%	-1	.	1	0.0	39	1	-3
Cc1ccc(S(=O)(=O)NCc2c(Cl)cccc2Oc2ccccc2)cc1	2	3.5%	-7	-18	12	1.3	-1	-10	-13
CNS(=O)(=O)/C=C/c1ccccc1	1	1.0%	4	3	1	0.3	13	9	2
O=C(CSc1ncccc1C(=O)O)Nc1ccc2c(c1)OCCO2	.	2.3%	4	4	3	.	-4	.	-4
CC1CN(S(=O)(=O)c2cccc(C(=O)OCC(=O)NCc3ccccc3)c2)CC(C)O1 (stereo not given)	-5	0.4%	-1	11	1	0.7	20	-3	0

3 entries already listed, arranged by the value under TRHR enhancer, falling:
SMILES	TRHR enhancer
CN(C)CCN(C(=O)c1ccc2c(c1)OCCO2)c1nc2cc3c(cc2s1)OCO3	1
COc1cccc(CNC(=O)c2cnc(-c3ccccn3)nc2C(F)(F)F)c1	-1
CCCS(=O)(=O)c1ncc(Cl)c(C(=O)Nc2scc(-c3ccccc3)c2C(=O)OCC)n1	-16

4 compounds out of the list, arranged by number of heavy atoms, low to high:
SMILES	D2 antag	RXFP1 agonist	TRHR enhancer	RXFP1 antagonist	D1 ag	D2 agonist	D1 antagonist	D2 potentiator	D1 PAM
CC(=O)Nc1ccc2oc(-c3cc(F)c(F)cc3Cl)nc2c1	-4	3.8%	-7	4	3	0.2	4	-5	9
Cc1ccc(S(=O)(=O)NCc2c(Cl)cccc2Oc2ccccc2)cc1	2	3.5%	-7	-18	12	1.3	-1	-10	-13
CN(C)CCN(C(=O)c1ccc2c(c1)OCCO2)c1nc2cc3c(cc2s1)OCO3	-15	-3.2%	1	-23	12	-0.8	-3	-8	-2
O=C(NCC1CCCO1)C(c1cccnc1)N(C(=O)Cc1cccs1)c1cccnc1 (stereo not given)	.	6.1%	1	-9	0	.	10	.	-1

(more compounds)
SMILES	D2 antag	RXFP1 agonist	TRHR enhancer	RXFP1 antagonist	D1 ag	D2 agonist	D1 antagonist	D2 potentiator	D1 PAM
CCOc1cc(S(=O)(=O)N(CC)CC)c(OCC)cc1-n1cnnn1	8	4.0%	1	8	1	-0.4	23	1	-3
CCOc1cc(/C=N/NC(=O)c2cc(C)[nH]n2)ccc1OC(=O)c1ccc([N+](=O)[O-])cc1	-2	1.4%	8	.	2	-0.1	0	-1	-4
O=C(O)[C@H](CO)Nc1ncnc2sc3c(c12)CCC3	2	9.0%	1	-18	-1	0.2	10	-7	-1
O=C(NCCC1=CCCCC1)Nc1ccc2nsnc2c1	7	24%	8	-10	3	-0.1	-17	4	-1
CN(c1ccc(C(=O)Nc2cccnc2)cc1)S(C)(=O)=O	14	0.1%	-5	-3	2	0.6	0	6	0
CC(=O)Oc1ccc(/C=C2/SC(=S)N(Cc3ccccc3)C2=O)cc1	-7	-5.0%	-1	-12	5	0.7	1	-4	-4
O=C(c1ccc(Cl)cc1)[C@@H]1[C@@H]2C(=O)N(c3ccc(Cl)cc3)C(=O)[C@@H]2C2c3ccccc3C=NN21 (stereo not given in full)	-4	0.2%	0	-6	28	5.5	-35*	8	1
C=CCN1C(=O)c2ccccc2C1(O)Cc1ccccc1 (stereo not given)	6	-1.0%	4	1	1	0.6	-22	4	1
CCOc1ccc(S(=O)(=O)Nc2cccc(C(=O)NCC(c3ccccc3)N(C)C)c2)cc1 (stereo not given)	-21	1.2%	-3	-23	35*	3.2	8	-34	2
COc1cc(OC)c(N(C)S(=O)(=O)c2cccc(C(=O)OCc3c(C)noc3C)c2)cc1Cl	-11	1.9%	-13	-2	3	0.5	-12	1	-1
O=C(NCc1ccc2c(c1)OCO2)c1ccc(CN2CCc3ccccc3C2)cc1	19	-1.3%	5	-10	10	6.2	-5	-20	-4
CCOC(=O)c1ccc(NC(=S)NCCc2ccccc2F)cc1	12	-0.8%	-6	-13	13	6.9	-10	19	-3
CCC(Sc1nc2ncccc2[nH]1)C(=O)NC1CCCC1 (stereo not given)	-5	-0.3%	4	.	6	-0.5	-17	-8	-7
Cc1cc(N/N=C/c2ccccc2F)c2ccccc2n1	4	1.4%	-2	-14	2	0.2	-3	.	-7
O=C(CCN=C1NS(=O)(=O)c2ccccc21)N1CCc2ccccc2C1	-10	-1.8%	-1	-14	-1	1.3	-4	2	5
COc1ccc(OC)c(NC(=O)CN2C(=O)C(C)N(c3ccc(C)cc3)C2=O)c1 (stereo not given)	-21	-0.2%	9	-10	3	-0.3	14	-1	.
COc1ccc2nc(NC(=O)CS(=O)(=O)Cc3ccccc3)sc2c1	25	-1.0%	1	-2	0	0.3	3	6	-1
O=C(Nc1ccc(Cl)cc1Cl)c1ccc2c(c1)OCCO2	.	1.4%	-3	-7	6	.	-24	.	.
COc1ccc(C)cc1NC(=O)c1cnc2ccc(C)cn2c1=O	.	1.4%	1	-3	-1	0.8	11	-6	-1
CC1=C(C(=O)OC(C)C)C(c2cccs2)n2ncnc2N1 (stereo not given)	1	4.1%	10	5	1	0.2	21	16	2
CCOC(=O)c1ccc(-n2c(CCC(=O)O)ccc2-c2ccc(F)cc2)cc1	12	1.6%	4	0	4	0.6	-13	0	3
O=C(c1nc2ccccn2c1CNCCCn1nnc2ccccc21)N1CCOCC1	-9	3.5%	6	-1	1	1.7	8	8	4
Cc1nnc(SCC(=O)Nc2sccc2C#N)n1Cc1ccccc1	11	-0.3%	5	4	3	-1.7	7	12	-1
COc1ccc(CNc2cc(NCCCO)c([N+](=O)[O-])c3nonc23)cc1	4	3.3%	-4	8	7	0.1	6	5	-1
COc1ccc(-c2nc3ccccc3s2)cc1NC(=O)c1ccccc1F	.	?	-8	.	0	0.0	-1	-5	-1
